12-LOX inh = Primary qHTS assay for inhibitors of human arachidonate 12S-lipoxygenase (ALOX12): Round 2. purified 12hLO, xylenol orange hydroperoxide absorbance. Potency, µM (doses to about 108 µM), for inactives: at the highest dose activity change, negative = inhibition, most hits filed as inhibitors. actives 1.1% (n = 580,000). Polyunsaturated fatty acid lipoxygenase ALOX12 (Homo sapiens), P18054; further: on the % scale 0 is the no-effect control and ±100 the full control effect
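Purified human 12hLO at 150 nM in 25 mM Hepes, 0.01% Triton X-100, pH 7.0, preincubated 15 min at room temperature with compound. Reaction started with 40 uM arachidonic acid, 30 min at room temperature. Hydroperoxide measured by Fe-xylenol orange, 573/405 nm absorbance ratio.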
Vif-A3F inh = qHTS for Inhibitors of Vif-A3F Interactions: qHTS | HeLa A3F-eYFP + Vif (tagged APOBEC3F with the HIV-1 protein that degrades it), YFP fluorescence increase | Potency, µM (doses to about 46.1 µM), for inactives: at the highest dose activity, negative = active | actives 0.2% (n = 390,000); further: % of control where 0% means no effect; nearly all actives have a fitted effect of over 65% in size
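HeLa cells stably expressing Vif plus C-terminally eYFP-tagged A3F were seeded, incubated overnight at 37 deg C, dosed with compound, incubated overnight again at 37 deg C. Yellow fluorescence (Ex 488/Em 500-530) reported blocked Vif-mediated A3F-eYFP degradation.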
Vif-APOBEC3G blk = qHTS for Inhibitors of Vif-A3G Interactions: qHTS. HeLa A3G-eYFP + Vif (tagged APOBEC3G with the HIV-1 protein that degrades it), YFP fluorescence, overnight. Potency, µM (top dose mostly 46.1 µM), inactives show at the top dose activity, negative = active, hits mostly inhibitors. actives 0.076% (n = 410,000);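 further: on the % scale 0 is the no-effect control and ±100 the full control effect; nearly all actives have a fitted effect of over 60% in size; hits raise eYFP signal because A3G escapes Vif-driven loss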
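HeLa cells stably expressing Vif and C-terminally eYFP-tagged A3G, seeded overnight at 37 deg C, then exposed to compound by pintool overnight at 37 deg C. Rise in yellow fluorescence (Ex 488/Em 500-530, Acumen) marks blocked Vif-driven A3G degradation.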
USP1-UAF1 inh = Inhibitors of USP1/UAF1: Primary Screen | Potency, µM (highest dose often 57.1 µM), inactives show at the highest dose activity change, negative = inhibition, actives largely listed as inhibitors | Ubiquitin carboxyl-terminal hydrolase 1 (Homo sapiens), O94782 | actives 0.23% (n = 390,000) | recombinant USP1/UAF1, Ub-Rhodamine cleavage fluorescence | AID 743255, 2014; further: on the % scale 0 is the no-effect control and ±100 the full control effect; nearly all actives have a fitted effect of over 60% in size; inactives centre near -12
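USP1/UAF1 complex at 1 nM was preincubated with compound for 15 min at room temperature, then Ub-Rho substrate (150nM final) was added. Fluorescence (480/540 nm) was read kinetically, 6 reads every 60 seconds.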
TrxR1 substrate = qHTS Assay for Substrates of Mammalian Selenoprotein Thioredoxin Reductase 1 (TrxR1): qHTS; Thioredoxin reductase 1, cytoplasmic (Rattus norvegicus), O89049; purified TrxR1 substrate turnover, NADPH consumption readout; Potency, µM (highest dose often 114 µM), for inactives: at the highest dose activity change, negative = substrate turnover; actives 0.01% (n = 390,000); AID 588456, 2011; further: on the % scale 0 is the no-effect control and ±100 the full control effect; nearly all actives have a fitted effect of over 50% in size
Target sequence (O89049 whole entry, looked up): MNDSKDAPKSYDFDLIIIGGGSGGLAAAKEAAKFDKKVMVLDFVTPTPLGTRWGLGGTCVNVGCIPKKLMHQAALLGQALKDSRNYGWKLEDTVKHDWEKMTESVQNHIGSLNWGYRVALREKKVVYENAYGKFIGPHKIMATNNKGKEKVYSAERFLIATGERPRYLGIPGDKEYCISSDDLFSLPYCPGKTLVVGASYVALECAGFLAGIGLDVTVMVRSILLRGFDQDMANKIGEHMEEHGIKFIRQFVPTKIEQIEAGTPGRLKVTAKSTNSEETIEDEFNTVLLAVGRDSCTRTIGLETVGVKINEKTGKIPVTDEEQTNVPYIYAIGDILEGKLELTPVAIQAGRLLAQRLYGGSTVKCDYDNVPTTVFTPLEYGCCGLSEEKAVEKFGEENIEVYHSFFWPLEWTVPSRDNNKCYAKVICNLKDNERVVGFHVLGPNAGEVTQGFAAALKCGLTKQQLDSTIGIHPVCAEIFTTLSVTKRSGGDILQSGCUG
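Rat TrxR1, dispensed at 90 nM, was prereduced with 400 uM NADPH (final) for 5 min at ~22 deg C, then incubated with compound 15 min before 400 uM selenite. A first-read NADPH fluorescence drop versus no-compound background flagged substrates.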
RXFP1 ag = qHTS Assay for Agonists of the Relaxin Receptor RXFP1; Relaxin receptor 1 (Homo sapiens), Q9HBX9; HEK293T-RXFP1 cAMP TR-FRET, 30 min; response scale: percent of porcine relaxin response, buffer zero; Potency, µM (titrated, usually from 57.5 µM), for inactives: at the highest dose activation, actives largely listed as activators; actives 0.3% (n = 370,000); AID 2676, 2010; further: on the % scale 0 is the no-effect control and ±100 the full control effect; nearly all actives have a fitted effect of over 60% in size; many of its hits are not listed in these tables
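Agonist response is measured as cAMP accumulation in an RXFP1-transfected HEK293T line under PDE4 inhibition. Values are scaled between buffer-only and 29 nM porcine relaxin, and EC50s come from standard Hill equation fits.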
IDH1 R132H inh = qHTS for Inhibitors of mutant isocitrate dehydrogenase 1 (IDH1): qHTS | Isocitrate dehydrogenase [NADP] cytoplasmic (Homo sapiens), O75874 | IDH1-R132H enzyme, NADPH consumption, diaphorase/resazurin fluorescence | Potency, µM (top dose mostly 76.6 µM), for inactives: top-dose activity change, negative = inhibition, hits mostly inhibitors | actives 0.093% (n = 390,000); further: on the % scale 0 is the no-effect control and ±100 the full control effect; nearly all actives have a fitted effect of over 65% in size
Target sequence (O75874 whole entry R132H, stated change not applied): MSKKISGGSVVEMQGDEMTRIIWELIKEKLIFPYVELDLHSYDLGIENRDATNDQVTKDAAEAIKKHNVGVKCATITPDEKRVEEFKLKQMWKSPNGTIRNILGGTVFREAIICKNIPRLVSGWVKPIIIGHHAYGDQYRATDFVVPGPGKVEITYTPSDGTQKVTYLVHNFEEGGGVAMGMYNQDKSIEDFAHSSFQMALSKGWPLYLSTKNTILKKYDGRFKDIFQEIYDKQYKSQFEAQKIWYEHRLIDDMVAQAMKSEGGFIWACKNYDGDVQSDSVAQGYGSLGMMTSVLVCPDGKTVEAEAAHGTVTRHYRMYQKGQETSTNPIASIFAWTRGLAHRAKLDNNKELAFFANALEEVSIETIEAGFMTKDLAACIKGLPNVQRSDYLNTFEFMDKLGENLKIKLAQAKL
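IDH1-R132H (0.5 ug/mL dispensed) in pH 7.5 Tris buffer was preincubated 30 min with compound, then given a substrate mix of 0.016 mM NADPH and 2 mM alpha-KG for 80 min at room temperature; remaining NADPH was read by diaphorase/resazurin fluorescence.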
RGS4 inhibitor = Inhibitors of Regulator of G Protein Signaling (RGS) 4: qHTS | Regulator of G-protein signaling 4 (Homo sapiens), P49798 | Transcreener GDP fluorescence polarization, RGS4-accelerated GTP hydrolysis | Potency, µM (doses to about 114 µM), inactives show at the top dose activity change, negative = inhibition, usual class: inhibitors | AID 504845, 2011 | actives 0.039% (n = 390,000); further: on the % scale 0 is the no-effect control and ±100 the full control effect; nearly all actives have a fitted effect of over 75% in size; some results filed as inactive show a strong effect at the top dose
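MLSMR compounds (23 nl, pin-transferred) preincubated 10 min at room temperature with a 500nM (2x) first reagent, then RGS4 at 900nM (2x) plus Transcreener GDP mix added; fluorescence polarization (620/688 nm) read before and after 90 min at 30 °C.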
rTrxR1 inhibitor = qHTS Assay for Inhibitors of Mammalian Selenoprotein Thioredoxin Reductase 1 (TrxR1): qHTS; Thioredoxin reductase 1, cytoplasmic (Rattus norvegicus), O89049; recombinant rTrxR1, NADPH fluorescence consumption, selenite substrate; Potency, µM (highest dose often 114 µM), for the others: top-dose activity change, negative = inhibition, most hits filed as inhibitors; actives 1% (n = 390,000); further: on the % scale 0 is the no-effect control and ±100 the full control effect; nearly all actives have a fitted effect of over 65% in size
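Rat TrxR1 (90 nM in the dispensed reagent) was pre-reduced with 400 uM NADPH for 5 min at room temperature, then incubated with compound for 15 min. After 400 uM selenite was added, NADPH fluorescence (Ex 340/Em 450 nm) was followed for 8 min.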
* = called active by the depositor; ? = inconclusive; . = not tested or not shown; [ ] = remark or other dose. The call rests on the fitted dose curve; in most records, active means well fitted curve in the direction sought with a large enough effect; inconclusive means small, poorly fitted or top-dose-only effect, or another doubt; inactive means no such curve, though single readings can be large; an effect the other way counts as inactive or inconclusive. Potency means the concentration at half of the fitted maximal effect. A portion of the library. The share of hits here may be higher or lower than overall.

SMILES	12-LOX inh	Vif-A3F inh	Vif-APOBEC3G blk	USP1-UAF1 inh	TrxR1 substrate	RXFP1 ag	IDH1 R132H inh	RGS4 inhibitor	rTrxR1 inhibitor
FC(F)(F)c1cccc(N2CCN(c3nc4ccccc4n4cnnc34)CC2)c1	-23.0%	-12.2%	-12.4%	?	25.5%	-1.2%	7.2%	-13.0%	62.0%[activator]
COc1cc(C(=O)OCCCN2CCOCC2)ccc1O	-14.7%	9.3%	-0.6%	-8.2%	10.7%	0.2%	15.1%	9.8%	20.2%[57.1 µM]
CN(C)/C=N/c1c(C#N)nnn1Cc1ccccc1	-5.7%	2.6%	-0.5%	-7.4%	10.9%[57.1 µM]	0.4%	5.0%	26.3%[11.4 µM]	6.3%
CN1OC[C@@H]2CN(Cc3cc(Cl)cc(Cl)c3)[C@H](c3cccc(Br)c3)C[C@@H]21	-5.5%	-3.2%	0.4%	-20.3%	-3.8%	.	13.8%	8.0%	1.7%
CC(C)(C)OC(=O)N[C@H](C(=O)OC(C)(C)C)c1ccc2ccccc2c1	?	-3.3%	-2.4%	6.0%	-5.9%	-1.2%	9.5%	11.8%	16.2%
O=C(COC(=O)C1CC1)Nc1ccc(S(=O)(=O)N2CCOCC2)cc1	-4.7%	-6.4%	-4.1%	?	-8.3%[57.1 µM]	.	2.6%	-39.2%	5.8%[57.1 µM]
CCN(CC(=O)NCc1ccc(F)cc1)CC(=O)Nc1ccccc1-c1ccccc1	5.9%	-1.5%	8.7%	-21.8%	5.3%[57.1 µM]	0.8%	20.4%	2.7%	35.6%[57.1 µM]
Cc1cccc2c1OCC/C2=N\NC(=O)COc1ccccc1Cl	-23.7%	1.1%	-0.7%	-9.4%	1.8%	0.7%	1.0%	5.6%	10.5%
COC(=O)C1CCN(c2cnccn2)CC1	21.7%	8.5%	-12.1%	-24.3%	6.4%	3.8%	-2.0%	-0.5%	28.0%
CNC(=O)COC(=O)/C=C/c1ccco1	10.5%	-7.8%	0.5%	-1.6%	-2.4%	0.5%	-5.5%	11.6%	-23.0%
Cc1cc(C)n2nc(SCC(=O)N3CCC(C(=O)O)CC3)nc2n1	-20.3%	-2.6%	0.3%	?	4.7%	.	7.1%	2.2%	12.8%[57.1 µM]
NC(=O)c1cccnc1Oc1ccc(Cl)cc1Cl	-15.4%	-13.7%	-0.8%	-3.4%	2.8%	0.2%	-6.3%	16.5%	17.4%
COc1cc(-c2nnc(SCC#CCO)o2)cc(OC)c1OC	-9.1%	4.2%	0.4%	-4.6%	2.5%	0.1%	2.7%	-1.7%	1.6%
CCCOC(=O)c1ccc(Oc2c(-c3ccc(O)cc3O)n[nH]c2C)cc1	34.3%[activator]	.	0.5%	-21.3%	-0.4%	-1.1%	6.9%	-19.1%	20.3%
O=C(COC(=O)c1ccc2c(c1[N+](=O)[O-])C(=O)c1ccccc1C2=O)NC1CC1	?	0.7%	-29.8%	-14.0%	-0.2%	25.7%	9.8%	-14.1%	?
COc1ccccc1N1CCN(C(=O)c2cc(C(C)(C)C)oc2C)CC1	-1.5%	2.6%	?	-20.8%	-1.1%	-0.2%	0.0%	-1.4%	-21.0%
Cc1ccc2oc(=O)n(CC(=O)OCCC(C)C)c2c1	-6.8%	5.3%	1.7%	-21.1%	6.8%[57.1 µM]	4.3%	3.5%	0.5%[56.9 µM]	22.7%[57.1 µM]
CN1Cc2c(N3CCOCC3)nc3sc(C#N)c(N)c3c2CC1(C)C	0.0%	2.7%	-2.6%	-15.3%	87.7%[activator]	7.8%	-6.4%	-8.5%	6.4%
O=C(O)c1ccc(Oc2cc(Oc3ccc(C(=O)O)cc3)cc([N+](=O)[O-])c2)cc1	-7.4%	2.9%	0.4%	-5.9%	3.7%	1.7%	-7.9%	-0.7%	3.7%
Cc1nnc(N2CCOCC2)c2nn(-c3ccccc3)c(C)c12	-1.1%	-28.0%	-1.1%	-7.6%	-1.6%	5.4%	-2.5%	-12.5%	3.5%
CC(C)Cc1nnc(NC(=O)CCC(=O)Nc2ccccc2)s1	5.3%	1.1%	-0.3%	-19.6%	3.2%	-0.1%	-7.9%	4.7%	4.9%
Cc1cccc(NC(=O)c2cnn(C)c2)c1C	10.4%	-5.4%	0.1%	-8.5%	-1.6%	0.2%	0.4%	8.6%	6.0%
O=C(Nc1ccc(-c2nc3cc(Cl)ccc3c(=O)o2)cc1)c1ccco1	-19.2%	3.2%	0.4%	-5.9%	4.3%[57.1 µM]	1.1%	1.8%	-13.6%	0.2%[57.1 µM]
O=[N+]([O-])c1ccc2nc(-c3ccc(OC(F)F)cc3)cn2c1	-2.2%	2.9%	0.7%	-9.1%	1.4%[57.1 µM]	19.8%	8.6%	-1.2%	18.4%[57.1 µM]
O=C(Nc1cccc(O)c1)c1ccc(C(F)(F)F)cc1	-4.3%	1.7%	-3.5%	-16.9%	4.3%[11.4 µM]	0.2%	7.5%	-12.3%	13.8%[11.4 µM]

Rewritten as labelled records: part of the list above.
smiles: CCN(CC(=O)NCc1ccc(F)cc1)CC(=O)Nc1ccccc1-c1ccccc1
- 12-LOX inh = 5.9%
- Vif-A3F inh = -1.5%
- Vif-APOBEC3G blk = 8.7%
- USP1-UAF1 inh = -21.8%
- TrxR1 substrate = 5.3%[57.1 µM]
- RXFP1 ag = 0.8%
- IDH1 R132H inh = 20.4%
- RGS4 inhibitor = 2.7%
- rTrxR1 inhibitor = 35.6%[57.1 µM]

smiles: Cc1cccc(NC(=O)c2cnn(C)c2)c1C
- 12-LOX inh = 10.4%
- Vif-A3F inh = -5.4%
- Vif-APOBEC3G blk = 0.1%
- USP1-UAF1 inh = -8.5%
- TrxR1 substrate = -1.6%
- RXFP1 ag = 0.2%
- IDH1 R132H inh = 0.4%
- RGS4 inhibitor = 8.6%
- rTrxR1 inhibitor = 6.0%

Remaining list, next part
SMILES	12-LOX inh	Vif-A3F inh	Vif-APOBEC3G blk	USP1-UAF1 inh	TrxR1 substrate	RXFP1 ag	IDH1 R132H inh	RGS4 inhibitor	rTrxR1 inhibitor
Cc1cnc(CNC(=O)CC2C(=O)NCCN2Cc2ccccc2F)cn1 (stereo not given)	3.1%	-13.5%	-6.2%	-19.6%	8.6%	0.7%	11.1%	17.5%	-17.6%
CC(=O)N1CCN(c2ccc(NCc3ccc(F)cc3)cc2)CC1	?	1.7%	2.6%	-23.8%	6.6%[57.1 µM]	-0.6%	17.9%	?	-6.0%[57.1 µM]
COc1cccc(C(=O)NC2CC3CCCC(C2)N3Cc2ccc(C)cc2)c1 (stereo not given)	10.2%	5.8%	0.1%	-4.8%	-3.2%	-0.4%	1.4%	0.0%	10.8%
O=C(COC(=O)/C=C/c1ccc2c(c1)OCO2)Nc1ccc(S(=O)(=O)N2CCCC2)cc1	2.0%	1.2%	1.6%	-22.6%	44.4%	2.9%	0.3%	-9.0%	7.6%[57.1 µM]
COc1cc(NC(=S)N2CCN(C)CC2)c(OC)cc1Cl	-4.6%	0.7%	2.6%	-7.9%	5.3%	-1.2%	3.5%	-42.5%	-7.7%
O=C(O)C(NS(=O)(=O)c1cccc2nsnc12)c1ccccc1 (stereo not given)	-16.2%	0.4%	1.2%	-5.8%	-5.0%	4.2%	-7.1%	-9.5%[11.4 µM]	16.0%
CCOC(=O)c1sc(NC(=O)c2ccccc2F)c(C(N)=O)c1C	0.7%	-1.0%	0.2%	-8.0%	51.0%[activator]	26.3%	0.5%	22.6%	-2.9%
Cc1nc2cc(-c3ccc(Cl)cc3)nn2c(C)c1CCC(=O)NCc1ccco1	1.1%	-18.0%	5.6%	-4.2%	52.6%[activator]	1.3%	-5.6%	10.2%	33.0%
CSc1nsc(SC)c1NC(=O)OCCc1ccccn1	27.7%	0.4%	-0.6%	-1.6%	-2.3%	1.4%	3.4%	29.5%	3.0%[57.1 µM]
CC1Cc2ccccc2N1CC(=O)Nc1cccc(S(N)(=O)=O)c1 (stereo not given)	-1.1%	9.6%	0.7%	-2.4%	5.1%[57.1 µM]	-1.8%	7.0%	14.7%	19.3%[57.1 µM]
COc1ccc(-c2ccnc(SCC(=O)c3ccc(OC)c(OC)c3)n2)cc1	2.4%	2.7%	-0.7%	-12.7%	-11.0%	-0.9%	1.1%	14.4%	-5.3%
Cc1cc(C)c(C#N)c(SCC(=O)OC2CCCCC2)n1	15.2%	-7.0%	0.8%	-1.6%	7.0%[57.1 µM]	0.3%	-12.9%	37.6%	-4.1%[57.1 µM]
